Bioassay records: PubChem BioAssay, PCMD
FXIa inh mix – factor XIa (human) inhibition, mixture screen; P03951; purified FXIa, fluorogenic substrate, pooled mixtures; inhibition, % at 5 µM; 62,000 compounds, 0.19% hits; AID 680;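 further: each value is inhibition by a whole ten-compound pool holding the compound; 0% = enzyme with no mixture and 100% = wells lacking enzyme; strong numbers were not always called active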
CatL inh – blocks human cathepsin L protease activity. P07711. purified cathepsin L, fluorogenic substrate, fluorescence. inhibition, %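 (tested at 10 µM)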. 58,000 compounds, 0.17% hits. AID 460; in the data active means inhibition above about 45%;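 further: 0% = enzyme with no compound and 100% = no enzyme blank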
CatB inh – blocks human cathepsin B protease activity. P07858. purified cathepsin B, fluorogenic substrate, fluorescence. inhibition, %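 (tested at 10 µM)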. 63,000 compounds, 0.1% hits; in the data active means inhibition above about 21%;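 further: 0% = enzyme with no compound and 100% = no enzyme blank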
CatG inh – cathepsin G (human) inhibition; P08311; inhibition, % at 5 µM (by protocol); purified enzyme, AMC-tetrapeptide fluorescence, pooled mixtures; AID 581; 62,000 compounds, 0.2% hits;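 active means inhibition above 20% in each of the two mixture wells holding the compound; inactive means inhibition of 20% or less in either well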;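 further: 0% = enzyme control without mixture and 100% = blank lacking enzyme; strong numbers were not always called active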
CatB mix inh – inhibitors of human cathepsin B in compound mixtures | P07858 | Purified cathepsin B, AMC dipeptide fluorescence | inhibition, %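 (ten-compound pools at 5 µM per compound and 50 µM total)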 | 62,000 compounds, 0.06% hits; in the data active means inhibition above about 22%, passing the limit was not always enough;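 further: 0% = enzyme without compound and 100% = no enzyme blank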
C1s block – blocks human complement C1s protease activity | P09871 | purified C1s, fluorogenic AMC substrate, pooled mixtures | mean inhibition % of two 10-compound mixtures (hits give high values), % at 5 µM (by protocol) | 62,000 compounds, 0.16% hits | AID 538;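 active means inhibition above 20% in each of the two 10-compound mixture wells holding the compound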;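 further: 0% = enzyme wells lacking compound mixture and 100% = no-enzyme blank wells; some compounds called inactive have numbers as strong as hits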
AP ELISA ortho – alternative pathway complement inhibition, orthogonal assay; 62,000 compounds, 0.08% hits; inhibition, % at 5 µM; Human serum alternative complement pathway, LPS-coated ELISA, C3 deposition; tested in compound mixtures;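 active means inhibition above 30% in each of the two pooled mixtures holding the compound, so the lower value exceeds 30%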;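 further: 0% = serum in Mg-EGTA without compound and 100% = EDTA serum blank; some compounds past the cut are filed as inactive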
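Assay system: Human serum alternative complement pathway, C3 deposition on LPS-coated wells | Incubation: 1 h serum-compound exposure at 37 °C | Doses: 5 µM per compound in ten-compound mixtures | Read-out: Percent inhibition | Technique: ELISA with HRP anti-human C3 antibody, TMB substrate, absorbance 450 nm | Replication: Two pool placements per compound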
CatS block – inhibitors of human cathepsin S. P25774. 62,000 compounds, 0.06% hits. inhibition, %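 (tested at 5 µM per compound within 10-compound mixtures)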. recombinant cathepsin S, AMC dipeptide fluorescence, pooled mixtures; in the data active means inhibition above about 32%, passing the limit was not always enough;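 further: 0% = enzyme without compound and 100% = blank without enzyme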
Target sequence (P25774 115-331 limits assumed): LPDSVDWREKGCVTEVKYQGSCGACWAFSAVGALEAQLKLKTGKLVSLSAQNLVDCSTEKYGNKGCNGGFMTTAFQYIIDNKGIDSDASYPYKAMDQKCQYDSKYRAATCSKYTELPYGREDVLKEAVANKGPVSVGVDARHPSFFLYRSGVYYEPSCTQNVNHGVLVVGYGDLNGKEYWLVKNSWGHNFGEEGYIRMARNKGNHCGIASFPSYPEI
FXIIa mix inh – factor XIIa (human) inhibition, mixture screen; P00748; purified FXIIa, fluorogenic substrate, pooled mixtures; inhibition, % at 5 µM; 62,000 compounds, 0.2% hits; AID 684;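 further: 0% = enzyme without compound and 100% = no enzyme blank; some results filed as inactive read as strong as hits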
Target sequence (P00748 20-372 limits assumed): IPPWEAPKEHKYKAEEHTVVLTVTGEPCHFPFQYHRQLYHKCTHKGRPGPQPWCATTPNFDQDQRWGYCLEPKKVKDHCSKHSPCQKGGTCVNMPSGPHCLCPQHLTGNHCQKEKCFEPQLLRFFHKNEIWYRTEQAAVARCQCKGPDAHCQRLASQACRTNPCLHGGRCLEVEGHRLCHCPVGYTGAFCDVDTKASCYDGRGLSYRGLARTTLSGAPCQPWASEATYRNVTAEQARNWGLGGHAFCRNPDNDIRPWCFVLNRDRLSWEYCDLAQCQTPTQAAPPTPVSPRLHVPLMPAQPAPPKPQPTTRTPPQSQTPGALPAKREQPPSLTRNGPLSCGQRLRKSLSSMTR
Target sequence (P00748 373-615 limits assumed): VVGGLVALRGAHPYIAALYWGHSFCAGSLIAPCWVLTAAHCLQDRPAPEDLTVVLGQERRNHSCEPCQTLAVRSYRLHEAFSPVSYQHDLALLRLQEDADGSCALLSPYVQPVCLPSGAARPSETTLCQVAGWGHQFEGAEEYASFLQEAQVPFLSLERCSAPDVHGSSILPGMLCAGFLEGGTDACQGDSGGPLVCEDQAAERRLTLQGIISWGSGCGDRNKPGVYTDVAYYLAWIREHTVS
The depositor's hits bear a star; · = no result given. Unless noted, no stated cut-off is given here; in the data, active means inhibition above about 20% (passing the limit was not always enough); inactive means the rest.

SMILES | FXIa inh mix | CatL inh | CatB inh | CatG inh | CatB mix inh | C1s block | AP ELISA ortho | CatS block | FXIIa mix inh
CCC(=O)N1CCc2cc(S(=O)(=O)NCCC(=O)NC3CCCc4ccccc43)ccc21 (centres undefined) | 9 | -6 | 2 | 2 | 1 | 4 | 11 | -7 | 13
COc1ccccc1NC(=O)CSc1ccc2nnc(-c3ccccn3)n2n1 | 2 | 2 | -3 | 6 | 1 | 0 | 17 | 0 | 3
Cc1ccc(CCn2c3c(c4ccccc42)CN(C)CC3)cn1 | 1 | 20 | 3 | -1 | 1 | 31 | -4 | 20 | 9
COc1ccc(CN2CCN(C(=O)CN3C(=O)C4C5C=CC(C5)C4C3=O)CC2)c(OC)c1OC (centres undefined) | -2 | 20 | 5 | 9 | -1 | 16 | 10 | 0 | -9
COC(=O)c1[nH]c2ccc(Cl)cc2c1NC(=O)CN1CCC(C(N)=O)CC1 | 3 | 27 | 7 | 7 | 3 | 9 | 5 | 7 | 6
CCOC(=O)C1CCN(C(=O)CCn2c(=O)[nH]c3ccccc3c2=O)CC1 | -4 | 12 | 4 | 1 | -3 | -6 | 0 | 17 | 2
CCNC(=O)C1CC(=O)N(Cc2ccc3c(c2)OCO3)C(=Nc2ccc(OCC)cc2)S1 (centres undefined) | 8 | 4 | 6 | 14 | 4 | 12 | 1 | -1 | 6
COc1ccc2[nH]c(=O)c(C(c3nnnn3C3CCCCC3)N3CCN(C)CC3)cc2c1 (centres undefined) | 4 | -10 | 2 | 2 | 4 | -11 | 7 | 29 | 3
COc1cccc(NC(=O)CSc2nnc(-c3cc(-c4ccccn4)nc4ccccc34)o2)c1 | 6 | 9 | 3 | 10 | 1 | 15 | -1 | 1 | 5
CCOc1ccc(N(CC(=O)N2CCc3ccccc32)S(=O)(=O)c2c(C)noc2C)cc1 | 3 | · | -1 | -11 | -3 | -47 | 3 | -5 | 3
COc1cccc(NC(=O)Nc2cc(C)ccc2F)c1 | 2 | 9 | 5 | 4 | 1 | -32 | 8 | 4 | -11
Cc1ccccc1-n1c(-c2cccnc2)n[nH]c1=S | 9 | 14 | 2 | -1 | 1 | 0 | 9 | 7 | 2
CCN(CC)S(=O)(=O)c1cccc(C(=O)NCC(=O)OCC(=O)NCc2ccccc2)c1 | 2 | · | 5 | 9 | 4 | 15 | 3 | 16 | 13
O=c1nc2n(c3ccccc13)Cc1ccccc1-2 | 0 | · | 5 | 4 | -3 | -46 | 20 | -1 | -15
CCOc1ccc(-c2nnc3n2N=C(c2ccc(OC)cc2)CS3)cc1 | 4 | 30 | 5 | 9 | -2 | 6 | -2 | -2 | 3
COc1nc(Nc2cccc(C(F)(F)F)c2)nc(OC)n1 | 8 | · | -4 | -2 | 3 | -7 | 18 | -1 | -16
O=C(CCN1C(=O)COc2ccccc21)NCCC1=CCCCC1 | 0 | -3 | -4 | -1 | 6 | -29 | 14 | 3 | 10
Cc1cccc(NC(=O)Cn2nnc(-c3ccc(CN4CCCC4)cc3)n2)c1C | 9 | 1 | 0 | 6 | -2 | 2 | -3 | -6 | -15
CCCCOC(=O)Nc1nc(CC(=O)OCC)cs1 | 6 | · | 3 | 9 | 4 | 11 | 4 | 5 | 11
CCc1nnc(NC(=O)CN2CCN(c3ccccc3OC)CC2)s1 | -3 | 1 | 3 | -1 | 4 | -3 | 6 | 5 | 12
Cc1cccc2cc(CN(CCCO)C(=O)Nc3cccc(Cl)c3)c(=O)[nH]c12 | 3 | 6 | 3 | -5 | 2 | -11 | -6 | -2 | 6
CS(=O)(=O)N1CCN(c2nnc(-c3ccccc3)c3ccccc23)CC1 | 6 | -7 | -1 | 1 | 6 | 5 | 19 | 4 | -11
CCC(C(=O)NC(C)CCc1ccccc1)n1nc(C)n2c(cc3occc32)c1=O (centres undefined) | -3 | -4 | -1 | -3 | 3 | -15 | 14 | -4 | 3
OC(CCCN1CCC(O)(c2ccc(Cl)cc2)CC1)c1ccc(F)cc1 (centres undefined) | -2 | -5 | 3 | 7 | -10 | -37 | 7 | 5 | 5
Cc1ccc(NC(=O)c2cc(-c3ccco3)on2)cc1 | 4 | -6 | 2 | 10 | 3 | 10 | 18 | -6 | 0
O=C(CCCN1C(=O)c2ccccc2C1=O)Nc1nncs1 | -6 | 18 | -2 | 4 | -8 | -29 | -1 | -15 | 2
COCCn1c(N)c(S(=O)(=O)c2cccs2)c2nc3ccccc3nc21 | -11 | -56 | -5 | -1 | -1 | -107 | 26 | -7 | 6
Cn1c(=O)c2c(nc(SCCNS(=O)(=O)c3ccccc3)n2C)n(C)c1=O | 4 | -5 | 2 | 9 | 0 | 1 | 11 | -2 | 7
O=C(CCCN1CCC(c2ccccc2)C1)c1ccc2c(c1)OCCO2 (centres undefined) | 9 | 4 | 1 | 2 | 1 | 1 | -5 | 6 | 13
CCN1C(=O)CC(N2CCC(C(=O)N3CCOCC3)CC2)C1=O (centres undefined) | -1 | 2 | 5 | 11 | 5 | 13 | 26 | -2 | -1
CCOc1ccc(C2SCC(=O)N2c2c(C)n(C)n(-c3ccccc3)c2=O)cc1 (centres undefined) | -1 | -4 | -1 | 9 | 2 | -2 | 13 | 2 | 8
CCN(CC)C(=O)Oc1ccc(NC(C)=O)cc1 | 8 | 10 | 0 | 7 | 3 | 13 | -2 | -4 | -15
CCOC(=O)CNC(=O)c1nn(-c2ccc(OCC)cc2)c(=O)c2ccccc12 | -4 | 3 | -1 | -1 | -1 | -14 | -2 | 0 | 6
Cc1cc2cc(C)c3nnc(SCC(=O)NCc4ccco4)n3c2cc1C | 4 | 39 | 3 | -4 | 3 | -35 | -10 | 15 | -11
O=C(NC1CCS(=O)(=O)C1)OC1CCCCC1 (centres undefined) | 4 | -2 | -4 | 10 | 3 | 11 | 17 | -2 | 7
COc1ccc(C)cc1NC(=O)CN1CCN(S(=O)(=O)c2ccc(F)cc2)CC1 | 4 | 17 | -6 | -3 | 4 | -17 | 10 | 5 | -5
O=C(NCCCN1CCOCC1)c1cc(-c2ccc(O)cc2)on1 | -3 | 13 | 1 | 12 | 1 | 4 | 2 | -7 | 6
COCCOC(=O)c1c(C)n(C)c2ccc(OC(=O)N3CCOCC3)cc12 | 2 | 4 | 1 | 7 | -3 | -7 | 12 | -1 | 5
COC(=O)c1ccc(COC(=O)c2[nH]c(C)c(C(C)=O)c2C)o1 | 9 | 7 | 0 | 11 | 2 | 19 | -1 | 13 | -25
O=C(O)c1coc2ccccc12 | 10 | 9 | 1 | -2 | 7 | 7 | 11 | 11 | 5
CC1(C)CC2CC(C)(CN2C(=O)CCCN2C(=O)c3ccccc3C2=O)C1 (centres undefined) | 3 | · | 0 | 7 | 1 | 19 | 4 | 5 | 14
Cn1c(=O)[nH]c(=O)c2c1nc(NCc1ccco1)n2CCCc1ccccc1 | -1 | 12 | 4 | 2 | -3 | 13 | 3 | 0 | 5
C=CCOc1ccc(CNc2nn[nH]n2)cc1 | 5 | -1 | 5 | -3 | -2 | -3 | 20 | 11 | 9
CC1=CC(C)(C)N(C(=O)c2ccc(F)cc2)c2cc3c(cc21)OCO3 | 3 | 8 | 2 | 7 | -4 | 3 | 7 | 1 | 0
O=S(=O)(Nc1ccc2c(c1)nc1n2CCN(Cc2ccccc2)C1)c1ccc(F)cc1 | -2 | -1 | 2 | 8 | -3 | 2 | 5 | 14 | 10
CCCOc1nc2c(c(=O)n(C)c(=O)n2C)n1Cc1cccc2ccccc12 | 9 | -5 | -2 | 1 | 3 | 5 | 20 | 0 | 4
O=C(CSc1nc(N2CCCCC2)nc(N2CCCCC2)n1)NC1CCCCC1 | 3 | -2 | -6 | -2 | 6 | -30 | 24 | -1 | -15
C=CCSc1nnc(-c2ccccc2NC(=O)CC)c(=O)[nH]1 | 0 | 7 | 2 | 0 | 0 | -23 | 4 | 0 | 11
Cc1cc(N2CCCC2=O)cc(C)c1S(N)(=O)=O | 5 | 6 | 1 | 10 | 5 | 17 | 5 | 14 | 0
Cn1nc(CC(=O)Nc2cccc3ncccc23)c2ccccc2c1=O | 2 | 9 | -2 | 10 | 4 | 11 | 15 | -13 | -8
O=C(c1n[nH]c(=O)c2ccccc12)N1CCN(c2ccccc2Cl)CC1 | 0 | 0 | -3 | 11 | -1 | 2 | -5 | 2 | -16
COc1cc(SC)ccc1C(=O)Nc1ccccc1C#N | 0 | 6 | 3 | 1 | 2 | 1 | -4 | 9 | 3
Cc1ccc(NC2=NCC(=O)N2c2ccc3c(c2)OCCO3)c(C)c1 | 2 | -2 | 2 | 9 | 3 | 7 | 1 | -12 | 2
Cc1ccc(S(=O)(=O)NC(C(=O)OCC(=O)NC(=O)c2cccn2C)C(C)C)cc1 (centres undefined) | 0 | 3 | 3 | 12 | 4 | 11 | 7 | 19 | 6

Molecules from the list above that have a Cl atom, in the order listed:
SMILES | FXIa inh mix | CatL inh | CatB inh | CatG inh | CatB mix inh | C1s block | AP ELISA ortho | CatS block | FXIIa mix inh
COC(=O)c1[nH]c2ccc(Cl)cc2c1NC(=O)CN1CCC(C(N)=O)CC1 | 3 | 27 | 7 | 7 | 3 | 9 | 5 | 7 | 6
Cc1cccc2cc(CN(CCCO)C(=O)Nc3cccc(Cl)c3)c(=O)[nH]c12 | 3 | 6 | 3 | -5 | 2 | -11 | -6 | -2 | 6
OC(CCCN1CCC(O)(c2ccc(Cl)cc2)CC1)c1ccc(F)cc1 (centres undefined) | -2 | -5 | 3 | 7 | -10 | -37 | 7 | 5 | 5
O=C(c1n[nH]c(=O)c2ccccc12)N1CCN(c2ccccc2Cl)CC1 | 0 | 0 | -3 | 11 | -1 | 2 | -5 | 2 | -16

Reprinted at random: 5 records from the list, in no set order.
SMILES | FXIa inh mix | CatL inh | CatB inh | CatG inh | CatB mix inh | C1s block | AP ELISA ortho | CatS block | FXIIa mix inh
Cn1nc(CC(=O)Nc2cccc3ncccc23)c2ccccc2c1=O | 2 | 9 | -2 | 10 | 4 | 11 | 15 | -13 | -8
COc1cc(SC)ccc1C(=O)Nc1ccccc1C#N | 0 | 6 | 3 | 1 | 2 | 1 | -4 | 9 | 3
O=C(c1n[nH]c(=O)c2ccccc12)N1CCN(c2ccccc2Cl)CC1 | 0 | 0 | -3 | 11 | -1 | 2 | -5 | 2 | -16
Cc1ccc(S(=O)(=O)NC(C(=O)OCC(=O)NC(=O)c2cccn2C)C(C)C)cc1 (centres undefined) | 0 | 3 | 3 | 12 | 4 | 11 | 7 | 19 | 6
Cc1ccc(NC2=NCC(=O)N2c2ccc3c(c2)OCCO3)c(C)c1 | 2 | -2 | 2 | 9 | 3 | 7 | 1 | -12 | 2

This is a subset. The share of hits here may be higher or lower than overall.
